Bioassay records from PubChem BioAssay.
TDP2 inh – blocks human TDP2 phosphodiesterase activity; O95551; recombinant TDP2, T5PNP hydrolysis, p-nitrophenol absorbance 415 nm; inhibition, % at 12.8 µM; 370,000 tested, 0.34% active; AID 720702;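 active means inhibition above the mean of all tested compounds plus 3 SD, set per campaign, cut at about 25% in these data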;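 further: 0% = DMSO with enzyme and 100% = buffer with substrate but no TDP2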
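Test system: Human TDP2 enzyme | Reagent: 5 mM T5PNP | Compound dosing: 12.8 µM single point, 1% DMSO | Incubation: Enzyme reaction with compound for 2 h at 37 °C | Technique: p-Nitrophenol epi absorbance | Read-out: % inhibition relative to enzyme-containing and enzyme-free wells | Benchmarks: High control without enzyme, low control DMSO plus TDP2 | Replicates: Singlicate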
HTRA1 inhibitor – HTRA1 (human) protease inhibition; recombinant HTRA1, FP-rhodamine activity-based probe, fluorescence polarization; inhibition, % at 5.96 µM; 340,000 tested, 0.5% active; Q92743; in the data active means inhibition above about 36%;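 further: 0% = enzyme with DMSO and 100% = wells lacking enzyme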
UHRF1 MBD2 ctr – UHRF1 methyl-DNA binding inhibition; Q96T88; UHRF1 binding to methylated oligo, TR-FRET; inhibition, % at 4.4 µM; 370,000 tested, 0.75% active; AID 687016; in the data active means inhibition above about 21%;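 further: UHRF1 SRA domain binding a hemimethylated CpG hairpin DNA probe; 0% = median of test compound wells and 100% = reference inhibitor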
PRMT1 inh – blocks human protein arginine methyltransferase 1. Q99873. recombinant PRMT1, activity-based probe fluorescence polarization. inhibition, % at 2.79 µM. 370,000 tested, 1.3% active. AID 652257;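 active means inhibition above about 21% made by adding two undisclosed values, limit read from the data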
Target sequence (Q99873 whole entry, looked up): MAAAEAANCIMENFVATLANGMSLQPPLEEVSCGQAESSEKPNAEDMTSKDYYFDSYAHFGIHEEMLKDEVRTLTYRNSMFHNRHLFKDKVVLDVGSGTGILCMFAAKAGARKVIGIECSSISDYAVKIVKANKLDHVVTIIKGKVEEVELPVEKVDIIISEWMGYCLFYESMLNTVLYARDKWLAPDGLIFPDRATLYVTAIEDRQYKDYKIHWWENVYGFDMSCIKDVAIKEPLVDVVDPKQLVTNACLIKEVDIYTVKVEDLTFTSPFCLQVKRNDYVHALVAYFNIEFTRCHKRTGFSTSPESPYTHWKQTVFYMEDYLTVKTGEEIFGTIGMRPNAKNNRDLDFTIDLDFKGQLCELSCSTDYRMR
TCR CD3 inh – blocks the human TCR-CD3 interaction. TAMRA-labeled TCR probe fluorescence, biochemical. inhibition, % at 9.4 µM. 360,000 tested, 0.37% active. AID 651800; in the data active means inhibition above about 19%;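 further: recombinant mutant TCR 2C K166C tagged with TAMRA read by polarization; 0% = receptor in buffer alone and 100% = receptor with positive control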
LEDGF integ inh – blocks HIV-1 LEDGF/p75-dependent DNA integration | inhibition, % at 3.7 µM | TR-FRET IN-LEDGF/p75 DNA integration, Eu/Cy5 | 370,000 tested, 0.64% active;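 active means inhibition above the screen-wide mean plus 3 SD, cut at about 13% in these data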;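 further: signal is the Cy5 over europium emission ratio at 671 and 618 nm; 0% = plate median of compound wells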
SIAE inh – inhibitors of human sialic acid acetylesterase SIAE; AID 1053197; 370,000 tested, 0.69% active; SIAE FP-Rh probe binding, fluorescence polarization; inhibition, % at 9.66 µM;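 active means inhibition above a cutoff: mean of compounds within the control limits plus 3 SD of those, cut at about 17% in these data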;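 further: 0% = plate median of compound wells and 100% = probe without SIAE protein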
DDE Tn7 FP inh – inhibitors of Tn7 peptide binding to human fibrin DD(E). 370,000 tested, 0.13% active. P02675. AID 720508. inhibition, % at 8.3 µM. FP displacement of FITC-Tn7 peptide from fibrin DD(E); 0% = median of compound wells per plate;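 active means inhibition above the mean of compounds falling within the control limits plus 3 SD of them, cut at about 14% in these data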;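 further: 0% = plate median of compound wells and 100% = 10 µM Aha-Tn7 peptide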
Target sequence (P02675 whole entry, looked up): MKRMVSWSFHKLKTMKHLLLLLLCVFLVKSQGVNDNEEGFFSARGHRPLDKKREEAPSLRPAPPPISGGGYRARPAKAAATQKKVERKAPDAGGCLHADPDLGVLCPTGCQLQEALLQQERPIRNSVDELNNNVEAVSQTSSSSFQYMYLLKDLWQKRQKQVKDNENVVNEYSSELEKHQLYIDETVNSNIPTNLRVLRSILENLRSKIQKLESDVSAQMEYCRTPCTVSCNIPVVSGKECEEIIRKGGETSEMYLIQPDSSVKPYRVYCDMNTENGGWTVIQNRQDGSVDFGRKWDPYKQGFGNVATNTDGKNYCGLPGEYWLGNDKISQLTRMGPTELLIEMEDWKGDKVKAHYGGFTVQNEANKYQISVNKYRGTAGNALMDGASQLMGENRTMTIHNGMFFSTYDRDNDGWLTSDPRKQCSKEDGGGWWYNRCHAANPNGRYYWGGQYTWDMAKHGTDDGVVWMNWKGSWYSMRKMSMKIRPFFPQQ
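system = human fibrin DD(E) protein | quantity = DD(E) 2 µM final | medium = Tris/NaCl/CaCl2 buffer, pH 7.8 | also added = labelled Tn7 tracer, 0.1 µM | compound dosing = single point at 8.3 µM | timing = compound with protein 10 min, then 3 h after probe, room temperature | signal = FP measurement | benchmarks = Aha-Tn7 high control | repeats = one replicate per compound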
ABHD4 inh – inhibitors of mouse ABHD4; inhibition, % at 8.92 µM; AID 720543; 370,000 tested, 0.54% active; Q8VD66; purified mABHD4, FP-Rh probe fluorescence polarization;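 active means inhibition exceeding the mean over every tested compound plus 3 SD, cut at about 30% in these data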;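 further: 0% = plate median of compound wells and 100% = S159A mutant with DMSO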
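Test system: mouse ABHD4 enzyme, wild type. Reagent: FP-Rh fluorescent activity-based probe, added after compound pre-incubation. Timing: pre-incubation 45 min, probe exposure 60 min, at 25 °C. Technique: FP readout, ex 525 nm / em 598 nm. Benchmarks: high control S159A mutant with DMSO, low control median of compound wells.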
PG9 binder – binds the HIV-1 gp120 antibody PG9. TR-FRET gp120-PG9 antibody binding. inhibition, % at 6.7 µM. 360,000 tested, 0.43% active. AID 624416; in the data active means inhibition above about 8.5%
Active calls of the source: *; . = not tested or not shown.

Values run as follows: HTRA1 inhibitor	PRMT1 inh	DDE Tn7 FP inh	TCR CD3 inh	LEDGF integ inh	UHRF1 MBD2 ctr	TDP2 inh	PG9 binder	ABHD4 inh	SIAE inh
> CCOc1ccc(-n2c(SC(C)C(=O)OC)nc3c(c2=O)SCC3)cc1 (configuration not stated)
→ -7	5	0	-3	-1	4	4	0.7	6	2
> O=C1/C(=C/c2ccc([N+](=O)[O-])cc2)C=C(c2ccccc2)N1c1ccccc1
→ -30	1	-5	-30	0	-2	-3	-2.5	-6	-43
> CSCCC(NS(=O)(=O)c1ccc(Cl)cc1)C(=O)OCC(=O)N1CCOCC1 (configuration not stated)
→ -7	-5	3	2	0	0	2	1.7	-12	3
> CCCCc1nnc(SC(C)C(=O)Nc2nccs2)n1C (configuration not stated)
→ 1	-4	-6	1	1	-1	-16	-1.4	-2	-5
> Cc1ccc(NC(=S)N2CCC(C(N)=O)(N3CCCCC3)CC2)c(C)c1
→ 7	2	0	-3	-7	4	-5	-0.4	1	2
> COc1ccc(/C=N/NC(=O)c2ccc3c(c2)OCO3)cc1
→ -4	-8	-1	2	4	-3	-6	-3.5	-2	-8
> C/C(=N\NC(=O)c1ccn(C)n1)c1ccc(NC(=O)C2CCCC2)cc1
→ 2	0	5	1	-1	-1	7	-0.7	4	0
> CN(Cc1ccccc1)c1c([N+](=O)[O-])c(=O)n(C)c2ccccc12
→ -4	-3	2	3	1	-3	-6	0.4	-4	-3
> CC(C)C[C@@H](C(=O)NC1CCN(Cc2ccccc2)CC1)N1C(=O)N2CCc3c([nH]c4ccccc34)[C@@]2(C)C1=O
→ -20	-5	6	5	3	3	-7	1.1	4	12
> COc1ccc(N2CCN(C(=O)CSc3nnc(Cn4nnc5ccccc54)n3C)CC2)cc1
→ -6	4	-10	5	4	-2	-11	-0.6	0	1
> CC(C)C#Cc1ccc2c(c1)O[C@@H](CN(C)C(=O)c1cnccn1)[C@@H](C)CN([C@@H](C)CO)S2(=O)=O
→ 2	-4	-3	0	-5	4	-1	-0.1	-5	1
> CN(c1ccc(C(=O)N2CCOCC2)cc1)S(=O)(=O)c1cccs1
→ 4	-1	1	-3	1	-1	0	0.1	2	-2
> COc1ccc(C(=O)C2CCCN(Cc3cccn3-c3ccccn3)C2)cc1F (configuration not stated)
→ 10	-3	-2	1	2	5	-9	0.8	-2	1
> COc1ccc(C(=O)Nc2cnn(Cc3c(F)cccc3Cl)c2)cc1OC
→ -5	-1	5	-5	-4	1	-6	0.2	-6	-5
> Cc1ccc(C)c(OCc2cc(C(=O)NC(C)c3cnn(C)c3)no2)c1 (configuration not stated)
→ -9	0	-6	-3	5	1	0	0.7	-15	5
> COCOc1cccc(CN2CCC2(C)C(=O)Nc2ccc(OC)c(OC)c2)c1 (configuration not stated)
→ .	5	10	-6	-3	0	-1	-0.8	-4	1
> Cc1ccc(S(=O)(=O)N2CCOCC2)cc1NC(=O)COC(=O)c1cc[n+]([O-])cc1
→ -2	-1	2	-4	7	1	1	-2.8	-10	10
> CN(C)CCNc1ccc(-c2nn(C)c(=O)c3ccccc23)cc1[N+](=O)[O-]
→ 3	16	6	-4	-2	-10	2	-0.7	2	5
> Cc1nc2ccccn2c1-c1ccnc(SCc2ccc(Cl)cc2)n1
→ -5	2	5	4	0	-2	3	2.2	-2	-3
> O=C(NN1CCOCC1)c1ccc([N+](=O)[O-])cc1
→ 2	0	-4	5	-4	-4	-9	-1.5	-4	-5
> CCCn1c(C(C)Nc2nc(-c3ccc(C)cc3)cs2)nc2cc(Cl)c(Cl)cc21 (configuration not stated)
→ -40	-2	2	4	-3	-3	-8	-1.4	3	-1
> COc1ccc(C(C)=O)cc1COC(=O)c1cc2ccccc2cc1O
→ -13	-4	2	6	6	-1	-3	1.9	1	-14
> CCCCCC(=O)N/N=C/c1cc(Br)c(O)c(OC)c1
→ 4	3	9	-3	-5	1	-5	-3.7	2	1
> Cc1c(Cl)c([N+](=O)[O-])nn1CCCC(=O)Nc1cc(Oc2ccccc2)cc([N+](=O)[O-])c1
→ 2	1	0	-1	-2	4	1	-1.3	8	-3
> Cc1ccc(-c2ccc(=O)n(CCC(=O)N3CCN(c4cccc(C)c4)C(C)C3)n2)cc1 (configuration not stated)
→ -7	-2	4	2	4	-1	6	1.0	4	7
> CCCN(C(=O)c1ccco1)c1nnc(-c2cccc(C)c2)s1
→ -46	-5	6	2	-1	-1	9	-1.2	-12	2
> COc1ccc(C(=O)Nc2nnc(S(=O)(=O)Cc3ccccc3)s2)cc1
→ 3	2	4	0	5	0	12	-0.5	2	0
> COC(=O)c1ccc(C(C(=O)NC2CCCCC2)N(Cc2ccc(F)cc2)C(=O)Cc2cccs2)cc1 (configuration not stated)
→ -7	2	-4	-9	0	-3	3	-0.5	-2	-5
> CCOC(=O)c1cnc2cc(C)ccn2c1=O
→ -4	1	5	0	0	-2	4	0.3	-2	-5
> Cc1ccc(C)c(NC(=O)C(c2ccccc2)N2CCN(CC(=O)N3CCOCC3)CC2)c1 (configuration not stated)
→ -8	-2	9	-7	-2	2	6	1.3	-2	5
> Cc1nc(C)c(-c2csc(Nc3cccc(O)c3)n2)s1
→ -2	4	2	-4	-1	1	4	-2.4	12	1
> COCCCNC1=C(C#N)C(=O)NC(c2cccs2)S1 (configuration not stated)
→ -2	1	4	6	0	1	0	-0.6	5	0
> COc1cc2c(cc1OC)C(c1cccc([N+](=O)[O-])c1)N(C(=O)c1ccc(F)cc1)CC2 (configuration not stated)
→ -4	2	3	-3	-2	2	-14	-2.3	-2	2
> Cc1ccc2oc(C(=O)N(Cc3ccc(N(C)C)cc3)CC3CCCO3)c(C)c2c1 (configuration not stated)
→ -7	0	6	4	-2	-1	10	-1.3	8	5
> Cc1nnc(NCCc2ccccc2)c2ccccc12
→ -3	-1	-2	7	0	0	19	-1.4	1	8
> C[C@H]1[C@@H](c2ccccc2)OC(O)([C@H](Cc2ccccc2)NC(=O)OC(C)(C)C)CN1C (some centres not stated)
→ .	0	-8	.	-3	2	3	.	8	-1
> Cn1nnnc1SCC(=O)Nc1nc(-c2ccccc2)c(-c2ccccc2)o1
→ -10	1	-4	-8	-2	0	6	-0.1	1	1
> CC(Sc1nccn1C)C(=O)NC1(C#N)CCCCC1 (configuration not stated)
→ 2	2	-7	2	4	0	0	-2.2	1	-2
> Cc1nn(CC(=O)Nc2cccnc2)c(C)c1[N+](=O)[O-]
→ 6	0	-4	-1	2	4	2	1.8	4	0
> CNC(=S)N1CCN(CCNC2=CC(=O)CC(C)(C)C2)CC1
→ 4	0	6	1	-4	1	8	-2.6	1	3
> Cc1ccc(Cn2cccc(NS(C)(=O)=O)c2=O)cc1
→ 2	0	-3	6	4	-7	5	-2.0	6	4
> O=S(=O)(N/N=C\c1c(F)cccc1Cl)c1ccc(Cl)cc1
→ 0	10	-4	-2	5	4	-5	0.1	-2	4
> CCOC(=O)c1nnn(-c2nonc2N)c1CSc1ccccc1
→ -2	2	3	-3	0	0	-2	0.0	1	-2
> COc1ccccc1C(=O)N1CCN(C2CCN(Cc3ccccc3)CC2)CC1
→ 4	-3	-5	-4	-1	-2	3	1.2	7	4
> C=CCC[C@H](Cc1ccc(F)cc1)C(=O)OC[C@H](Cc1c[nH]c2ccccc12)NC(=O)[C@@H](CC=C)CC(=O)N[C@@H](CO)Cc1ccccc1
→ -3	-1	-1	-9	-1	-3	7	-0.7	9	-5
> CCS(=O)(=O)N1Cc2ccccc2CC1C(=O)N(C)CC(=O)Nc1ccc(F)c(F)c1F (configuration not stated)
→ -7	3	-1	5	-1	1	4	0.3	0	-1
> CN(C(=O)c1ccc(NC(=O)Cc2ccc(NC(=O)C3CCCN(C(=O)C4CC4)C3)cc2)cc1)C1CCCC1 (configuration not stated)
→ -1	-2	-8	-7	3	1	4	-0.9	-1	2
> CCCC(=O)N1CCC(C(=O)NC2CCCc3ccccc32)CC1 (configuration not stated)
→ .	-2	0	.	10	0	-1	.	-5	6

Fetched by structure from the entries so far (two):
Values run as follows: HTRA1 inhibitor	PRMT1 inh	DDE Tn7 FP inh	TCR CD3 inh	LEDGF integ inh	UHRF1 MBD2 ctr	TDP2 inh	PG9 binder	ABHD4 inh	SIAE inh
> CCCC(=O)N1CCC(C(=O)NC2CCCc3ccccc32)CC1 (configuration not stated)
→ .	-2	0	.	10	0	-1	.	-5	6
> CCOC(=O)c1nnn(-c2nonc2N)c1CSc1ccccc1
→ -2	2	3	-3	0	0	-2	0.0	1	-2

Only PG9 binder (four entries from above):
structure | PG9 binder
Cc1ccc(S(=O)(=O)N2CCOCC2)cc1NC(=O)COC(=O)c1cc[n+]([O-])cc1 | -2.8
CCCCc1nnc(SC(C)C(=O)Nc2nccs2)n1C (configuration not stated) | -1.4
CSCCC(NS(=O)(=O)c1ccc(Cl)cc1)C(=O)OCC(=O)N1CCOCC1 (configuration not stated) | 1.7
O=C(NN1CCOCC1)c1ccc([N+](=O)[O-])cc1 | -1.5
